Abeta yeast res: compounds reversing amyloid beta toxicity in yeast. yeast expressing A-beta42, growth rescue, OD600, 48 h; response scale: 0% DMSO, 100% iron-clioquinol control. Potency, µM (titrated, usually from 46.1 µM), for inactives: at the highest dose growth rescue, most hits filed as activators. actives 0.063% (n = 410,000). AID 1347071; note: potency is the fitted concentration of half-maximal effect; nearly all actives have a fitted effect of over 55% in size
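Yeast A-beta toxicity model in growth medium with pinned compounds, 48 h at 30 C; growth read as absorbance at 600 nm. Normalized to FeCl3/clioquinol equimolar mix (positive) and DMSO (negative).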
EPAC2 ag: EPAC2 (human) agonism; actives 0.079% (n = 360,000); Potency, µM (titrated, usually from 154 µM), for the others: at the top dose activation, actives largely listed as activators; AID 720711; EPAC2 activation, biochemical qHTS; response scale: 100% = 6.5 mM cAMP response; Q8WZA2; note: potency is the fitted concentration of half-maximal effect; nearly all actives have a fitted effect of over 50% in size
Target sequence (Q8WZA2 whole entry, looked up): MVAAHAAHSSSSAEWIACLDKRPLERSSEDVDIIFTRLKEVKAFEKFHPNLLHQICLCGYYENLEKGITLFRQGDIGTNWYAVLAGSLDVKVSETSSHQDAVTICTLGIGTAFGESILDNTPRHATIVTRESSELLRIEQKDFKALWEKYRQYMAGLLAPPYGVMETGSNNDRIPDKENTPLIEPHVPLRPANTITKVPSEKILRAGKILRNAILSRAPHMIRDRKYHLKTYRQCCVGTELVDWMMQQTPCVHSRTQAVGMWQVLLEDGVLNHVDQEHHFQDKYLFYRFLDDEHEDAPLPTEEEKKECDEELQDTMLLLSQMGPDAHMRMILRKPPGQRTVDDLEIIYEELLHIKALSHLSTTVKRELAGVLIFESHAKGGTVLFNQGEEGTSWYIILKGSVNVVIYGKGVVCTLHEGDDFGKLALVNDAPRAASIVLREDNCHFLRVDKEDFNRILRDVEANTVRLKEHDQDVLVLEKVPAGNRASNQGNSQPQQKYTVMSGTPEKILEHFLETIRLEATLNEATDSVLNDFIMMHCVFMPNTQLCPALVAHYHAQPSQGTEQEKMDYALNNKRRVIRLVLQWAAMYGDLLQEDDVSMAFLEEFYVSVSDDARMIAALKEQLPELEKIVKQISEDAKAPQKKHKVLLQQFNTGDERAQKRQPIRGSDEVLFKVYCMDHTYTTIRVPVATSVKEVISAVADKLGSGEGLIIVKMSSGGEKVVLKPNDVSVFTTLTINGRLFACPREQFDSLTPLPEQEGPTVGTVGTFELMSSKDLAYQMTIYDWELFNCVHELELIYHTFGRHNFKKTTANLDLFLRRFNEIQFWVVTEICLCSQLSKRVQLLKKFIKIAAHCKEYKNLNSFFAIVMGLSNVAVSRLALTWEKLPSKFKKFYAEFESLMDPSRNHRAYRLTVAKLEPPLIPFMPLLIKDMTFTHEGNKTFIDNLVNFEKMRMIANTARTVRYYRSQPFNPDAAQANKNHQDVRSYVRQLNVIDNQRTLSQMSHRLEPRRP
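Nucleotide exchange monitored as fluorescence drop when BODIPY-GDP leaves Rap1B. Reaction: 100 nM EPAC2, 250 nM RAP1B-BODIPY-GDP, 50 uM GDP, room temperature, kinetic read over 30 min. Activity expressed relative to 6.5 mM cAMP.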
EPAC2 antagonist: EPAC2 (human) antagonism | actives 0.18% (n = 360,000) | EPAC2 GEF exchange of Rap1B-BODIPY-GDP, fluorescence | Potency, µM (top dose mostly 114 µM), for inactives: at the highest dose activity, negative = inhibition, hits mostly inhibitors; note: potency is the fitted concentration of half-maximal effect; % is set by controls: 0 for no effect and ±100 for the full control effect; nearly all actives have a fitted effect of over 45% in size; many of its hits are not listed in these tables
D3 ag: activates the human D3 dopamine receptor | actives 0.58% (n = 410,000) | AID 652048 | max activation, % | D3R DiscoveRx beta-arrestin cells, luminescence, 90 min | P35462; in the data active = max activation above about 30%; note: 0% is about no effect; mostly tested at two doses, the higher about 12 µM
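Agonist-mode cell screen: cells plated at 1500/well and incubated overnight at 37 °C, then exposed to library compounds for 90 min at 37 °C. Detection reagent was added for 30–60 min at room temperature, and luminescence was read.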
D3 antag: D3 dopamine receptor (human) antagonism; P35462; D3R cells, DiscoveRx beta-arrestin luminescence, antagonist mode; hits give low values; max response, negative = inhibition, %; actives 2.5% (n = 360,000); AID 652054; in the data active = max response below about -50%; inconclusive = no clear call, values can overlap the other calls; note: % is set by controls: 0 for no effect and ±100 for the full control effect; mostly tested at two doses, the higher about 12 µM
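Cells plated overnight at 1500 cells/well, then exposed to library compounds with dopamine controls for 90 minutes at 37 degrees C. DiscoveRx reagent added for 30–60 minutes at room temperature; luminescence read, quantitative HTS format.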
aSyn rescue: rescues yeast growth from alpha-synuclein toxicity. actives 0.14% (n = 370,000). Potency, µM (highest dose often 46.1 µM), for inactives: top-dose growth rescue (activation), usual class: activators. Yeast expressing alpha-synuclein, growth rescue, BacTiter-Glo, 24 h; note: potency is the fitted concentration of half-maximal effect; % of control where 0% means no effect; nearly all actives have a fitted effect of over 65% in size
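Galactose-induced alpha-syn yeast (OD600=0.02, raffinose-pregrown) + pinned cpd, 24 hr, 30 deg C; growth by BacTiter-Glo luminescence. Growth restoration scores as activation.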
TDP43 rescue: rescues yeast growth from TDP-43 toxicity | TDP-43 expressing yeast growth rescue, BacTiter-Glo, 24 h | Potency, µM (top dose mostly 46.1 µM), without a hit: top-dose growth rescue (activation), usual class: activators | actives 1.8% (n = 410,000) | AID 652104; note: potency is the fitted concentration of half-maximal effect; % of control where 0% means no effect; nearly all actives have a fitted effect of over 50% in size
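Yeast cells expressing TDP-43 under galactose induction are exposed to compounds for 24 hr at 30 deg C. BacTiter-Glo luminescence measures growth, so protective compounds score as activators.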
FUS suppressor: FUS proteinopathy suppression in yeast; S. cerevisiae FUS-expressing, growth rescue, OD600, 24 h; Potency, µM (series often up to 76.6 µM), inactives show top-dose growth rescue (activation), usual class: activators; actives 0.24% (n = 390,000);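 note: potency is the fitted concentration of half-maximal effect; plate controls were DMSO vehicle for no effect and reference control for full effect; nearly all actives have a fitted effect of over 55% in size; some results filed as inactive show a strong effect at the top dose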
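Absorbance at 600 nm, taken 24hr after compound addition, measured rescue of FUS-yeast growth at 30C. Induction used 2% galactose with seeding at OD 0.005. Controls: CP55940 from 92uM final, DMSO only.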
The depositor's hits bear a star; ? = inconclusive; · = no result given; & = joins results of further samples; [ ] = dose if it differs, or a comment. Unless noted, calls come from the whole dose curve; as a rule, active = well fitted curve in the direction sought with a large enough effect; inconclusive = small, poorly fitted or top-dose-only effect, or another doubt; inactive = no such curve, though single readings can be large; an effect the other way counts as inactive or inconclusive. The list is partial (hit frequency here may not be typical).

Each structure is followed by: Abeta yeast res	EPAC2 ag	EPAC2 antagonist	D3 ag	D3 antag	aSyn rescue	TDP43 rescue	FUS suppressor
- Cc1nc(NC(=O)C2CCCC2)sc1Cc1ccc2c(c1)OCO2
→ ?	1%	-25%	-6	?	11%	?	32%
- COc1ccc(OC)c(C2C3=C(N=C4SCC(=O)N42)c2ccccc2CC3)c1 (stereo unspecified)
→ -2%	1%	2%	-3	-10	-5%	-8%	?
- CC(C(=O)OCC(=O)c1ccc(F)cc1)N1C(=O)C2C3C=CC(C3)C2C1=O (stereo unspecified)
→ 0%	6%	-5%	5	5	10%	-2%	2%
- Cc1cccc(C)c1NC(=O)CCCSc1nc2ccccc2s1
→ -7%	-16%	7%	-2	-4	-10%	-15%	5%
- Cc1cc(C)cc(-n2c(C)cc(/C=N/NC(=O)CSc3ncccn3)c2C)c1
→ -2%	-9%	-19%	-5	-24	-12%	8%	40%
- Cc1ccc(S(=O)(=O)c2ccc(NC(=O)c3c(F)cccc3F)cc2)cc1
→ -1%	9%	-7%	2	4	-5%	4%	-25%
- C=CCn1c(=O)c2ccccc2n2c(SCC(=O)NCC)nnc12
→ 8%	11%	2%	-8	-20	-1%	-2%	-14%
- COc1cccc(C(=O)Nc2cc(C(=O)NCCc3ccccc3)ccc2Cl)c1
→ 11%	-3%	1%	5	4	0%	-1%	-11%
- CCOc1ccc(NC(=O)CN(C)C(=O)c2cc(-c3ccco3)nc3ccccc23)cc1OCC
→ 8%	-4%	1%	10	90	0%	0%	1%
- CCc1nccn1S(=O)(=O)c1cc(Br)ccc1OC
→ 19%	4%	2%	0	-9	4%	10%	-7%
- O=C(CC(c1ccccc1)c1ccccc1)N1CCN(c2ccccn2)CC1
→ -7%	12%	-6%	1	-1	-2%	-12%	24%
- NC(=O)c1c(NC(=O)c2cc(-c3ccc(F)cc3)on2)sc2c1CCCC2
→ 3%	·	·	8	·	·	21%	-2%
- Cc1c(NC(=O)C(=O)/C=C(\O)c2ccc(Br)cc2)c(=O)n(-c2ccccc2)n1C
→ -4%	7%	0%	7	12	17%	-20%	·
- CC(=O)N1c2ccc(S(=O)(=O)N3CCCCCC3)cc2CC1C(=O)NCc1ccccc1F (stereo unspecified)
→ -15%	·	·	-10	·	·	-7%	-5%
- Cc1ccc2cc(CN(Cc3ccc4c(c3)OCO4)Cc3nnnn3Cc3ccco3)c(=O)[nH]c2c1
→ 9%	8%	5%	-4	-2	4%	-5%	27%
- COC(C[C@H]1O[C@H]1C(=O)COCc1ccccc1)OC
→ 3%	4%	-9%	-14	-2	0%	-6%	-22%
- CN(Cc1c(F)cccc1Cl)C(=O)c1ccc(NS(=O)(=O)c2ccc3[nH]c(=O)[nH]c3c2)cc1
→ -3%	1%	-2%	-6	1	-3%	-3%	22%
- CNC(=O)NC(=O)Cn1nc2n(c1=O)-c1ccccc1SC2
→ 1%	11%	5%	2	-3	1%	-5%	11%
- c1ccc2c(c1)[nH]c1c3ccccc3sc21
→ 2%	1%	-25%	0	19	6%	?	-23%
- COc1ccccc1N1CCN(C(=O)CSc2ccccc2)CC1
→ 12%	-1%	3%	-6	-14	12%	?	-2%
- O=C(/C=C/c1ccc(F)cc1)NCCc1ccc2c(c1)OCCO2
→ -20%	3%	8%	-5	10	-7%	-4%	5%
- CN(C)c1ccc(NC(=O)c2cccc([N+](=O)[O-])c2)c2ccccc12
→ 8%	12%	6%	5	-8	-1%	21%	15%
- COc1ccc(CSC2=NCCN2)cc1Cl
→ -8%	-2%	-7%	-25	-11	-2%	-15%	-39%
- COc1cccc(NC(=O)C2C3C=CC(O3)C2C(=O)O)c1 (stereo unspecified)
→ 25%	-2%	2%	-7	-4	1%	·	35%
- CCOc1ccccc1NC(=O)COc1cccc(-n2cnnn2)c1
→ -2%	-4%	-4%	-11	27	4%	23%	12%
- Nc1nc(N)nc(-c2ccccc2-c2nc(N)nc(N)n2)n1
→ -5%	-4%	-1%	-4	0	-18%	-4%	-21%
- O=C(NCC1CCCN(C(=O)c2cccnc2)C1)c1ccc(-c2ccccc2)cc1 (stereo unspecified)
→ -2%	-6%	6%	-3	-7	-3%	-8%	-4%
- Cc1ccccc1CN1C(=O)CSCC1(C)C(=O)NCc1ccccc1 (stereo unspecified)
→ -4%	2%	3%	-3	-2	0%	13%	4%
- S=C(NCc1ccccc1)NNc1nc2ccccc2[nH]1
→ 4%	3%	-10%	-5	2	-1%	2%	?
- CCC(=O)c1ccc(OCC(=O)OCC(=O)NC2CCCCCC2)cc1
→ 11%	6%	-6%	3	-25	8%	-23%	12%

Limited to TDP43 rescue, EPAC2 ag and EPAC2 antagonist, for some of the entries so far:
SMILES	TDP43 rescue	EPAC2 ag	EPAC2 antagonist
CN(Cc1c(F)cccc1Cl)C(=O)c1ccc(NS(=O)(=O)c2ccc3[nH]c(=O)[nH]c3c2)cc1	-3%	1%	-2%
CCC(=O)c1ccc(OCC(=O)OCC(=O)NC2CCCCCC2)cc1	-23%	6%	-6%
CCOc1ccccc1NC(=O)COc1cccc(-n2cnnn2)c1	23%	-4%	-4%

Arranged by molar mass (falling): some entries from above
Each structure is followed by: Abeta yeast res	EPAC2 ag	EPAC2 antagonist	D3 ag	D3 antag	aSyn rescue	TDP43 rescue	FUS suppressor
- CCC(=O)c1ccc(OCC(=O)OCC(=O)NC2CCCCCC2)cc1
→ 11%	6%	-6%	3	-25	8%	-23%	12%
- COc1cccc(NC(=O)C2C3C=CC(O3)C2C(=O)O)c1 (stereo unspecified)
→ 25%	-2%	2%	-7	-4	1%	·	35%
- COC(C[C@H]1O[C@H]1C(=O)COCc1ccccc1)OC
→ 3%	4%	-9%	-14	-2	0%	-6%	-22%

Continued:
Each structure is followed by: Abeta yeast res	EPAC2 ag	EPAC2 antagonist	D3 ag	D3 antag	aSyn rescue	TDP43 rescue	FUS suppressor
- COc1ccccc1-c1nc(C#N)c(N2CCN(C(=O)c3ccco3)CC2)o1
→ -3%	0%	8%	12	4	2%	12%	·
- CCC1=NN2C(=N)/C(=C\c3cccn3-c3ccc(Cl)cc3)C(=O)N=C2S1
→ -9%	7%	-24%	1	5	-1%	24%	-3%
- CCn1c(=O)cc(OCC(=O)NCCCN2CC(C)CC(C)C2)c2ccccc21 (stereo unspecified)
→ 2%	12%	1%	-38	?	2%	-13%	4%
- COc1ccccc1N(CC(=O)NCc1ccc(F)cc1)C(=O)CCC(=O)Nc1nccs1
→ -12%	1%	-7%	-1	-6	-6%	-9%	-12%
- CCCn1cc(S(=O)(=O)c2ccc(F)cc2)c(=O)c2cc(OCC)ccc21
→ 13%	-3%	-7%	3	13	2%	1%	7%
- Cc1c(CNCCc2ccccc2)c(C(=O)O)c(C)n1-c1ccccc1
→ 22%	8%	16%	-4	-18	20%	-13%	-5%
- O=C1N=c2ccccc2=C1c1sc(=O)[nH]c1O
→ 5%	9%	-17%	5	-17	1%	6%	3%
- Cc1ccccc1CSCC(=O)Nc1c(C)n(C)n(-c2ccccc2)c1=O
→ 8%	0%	15%	5	8	9%	-7%	·
- CCC1=Nc2cc(C(=O)NCC3CCCO3)ccc2Sc2ccc(Cl)cc21 (stereo unspecified)
→ -18%	11%	-29%	1	-2	24%	25%	15%
- CCc1ccccc1NC(=O)CSc1nnc(CCNC(=O)OC(C)(C)C)o1
→ 4%	5%	-5%	1	11	0%	-12%	5%
- COCC(C)NC(=O)CSc1nc(-c2ccccc2)c(-c2ccccc2)o1 (stereo unspecified)
→ 2%	14%	-2%	10	-6	-23%	-2%	35%
- S=c1[nH]c(-c2ccc(Br)cc2)cn1CCc1ccccc1
→ 9%	6%	0%	5	25	-4%	16%	-7%
- Cc1sc2c(c1C)C(=O)/C(=C\Nc1ccncc1)S(=O)(=O)N2C
→ -1%	6%	3%	8	2	7%	-7%	17%
- COCCn1c(SCC(=O)Nc2cc(C)on2)nnc1-c1ccccc1
→ 2%	11%	6%	9	-8	-14%	-3%	4%
- C=C1C[C@H]2[C@@H]3C=C(C)C4=CC(=O)CC[C@]4(C)[C@H]3CC[C@]2(C)[C@@]1(OC(C)=O)C(C)=O
→ -21%	-4%	9%	-4&2	-7	8%	?	26%
- COc1cc(NC(=O)CCc2ccccc2)c(C(=O)O)cc1OC
→ -4%	15%	0%[57.1 µM]	2	-13	-6%	-3%	33%
- O=S(=O)(c1ccc(F)cc1)N1CCN(S(=O)(=O)c2ccc3c(c2)OCCO3)CC1
→ 6%	-4%	0%	·	·	·	·	3%
- S=C(NC1CCCCC1)N1CCN(c2ccccn2)CC1
→ -4%	13%	0%	-15	-13	-2%	0%	5%
- CCOC(=O)C1CCN(C(=O)c2oc3ccc(S(=O)(=O)N4CCCCCC4)cc3c2C)CC1
→ 16%	3%	-3%	-2	37	7%	?	22%
- Cc1cc2cc(CNC(=O)Nc3cccc(Cl)c3)ccc2n1C
→ 7%	8%	-1%	4	-5	4%	17%	6%
- COc1ccccc1NC(=O)N(c1c(N)n(Cc2ccccc2)c(=O)[nH]c1=O)C1CCCC1
→ 7%	-9%	1%	2	21	5%	32%	26%
- CCc1ccccc1N(C)C(=O)c1cc2c(=O)oc3ccccc3c2s1
→ -13%	·	·	4	·	·	26%	-6%
- Nn1c(SCc2ccccc2)nc2c(cnn2-c2ccccc2)c1=O
→ -22%	13%	-7%	8	1	-6%	3%	-11%
- CCN(CC)S(=O)(=O)c1ccc2c(c1)N(CC(=O)NCCCN1CCN(c3cc(Cl)ccc3C)CC1)C(=O)CO2
→ -6%	·	·	-17	·	0%	-1%	18%

3 entries from above, bar-delimited:
Molecule | Abeta yeast res | EPAC2 ag | EPAC2 antagonist | D3 ag | D3 antag | aSyn rescue | TDP43 rescue | FUS suppressor
O=C(NCC1CCCN(C(=O)c2cccnc2)C1)c1ccc(-c2ccccc2)cc1 (stereo unspecified) | -2% | -6% | 6% | -3 | -7 | -3% | -8% | -4%
CCn1c(=O)cc(OCC(=O)NCCCN2CC(C)CC(C)C2)c2ccccc21 (stereo unspecified) | 2% | 12% | 1% | -38 | ? | 2% | -13% | 4%
Nc1nc(N)nc(-c2ccccc2-c2nc(N)nc(N)n2)n1 | -5% | -4% | -1% | -4 | 0 | -18% | -4% | -21%
